FBPA coupling cs – inhibits coupling enzyme system, counter-screen for aldolase hits. 0.67% of 290,000 active. activity change, negative = inhibition, % at 58.2 µM, hits read low. AID 2472. coupling enzyme system counterscreen, AmpLite Red fluorescence; in the data active means activity change below about -30%; further: on the % scale 0 is the no-effect control and ±100 the full control effect
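First, compound is pin-transferred into glyceraldehyde-3-phosphate coupling-enzyme reagent at 57.5 uM final and held 10 min at RT. Next, substrate, coupling system and AmpLite Red are added. After 20 min RT, fluorescence (525/598 nm) is read.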
Giardia killer – Giardia lamblia killing | Giardia lamblia trophozoite viability | activity change, % at 7.66 µM, hits read low | 0.15% of 340,000 active; in the data active means activity change below about -80%; inconclusive means between about -30% and that limit;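 further: parasites exposed to compound for two days anaerobically before the ATP read; on the % scale 0 is the no-effect control and ±100 the full control effect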
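Trophozoite viability was measured as ATP-dependent luminescence, read 15-30 min after reagent addition. Before that, parasites at 100 cells/well were exposed to compounds for 48 h, anaerobically, at 37 deg C.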
PKM2 activator – PKM2 (human) enzyme activation; purified PKM2, Kinase-Glo ATP luminescence, activation; response scale: 0% is enzyme alone, no compound; Potency, µM (doses to about 57.5 µM), inactives show at the highest dose activation, usual class: activators; 0.34% of 260,000 active; AID 1631; further: potency means the concentration at half of the fitted maximal effect; on the % scale 0 is the no-effect control and ±100 the full control effect; nearly all actives have a fitted effect of over 55% in size
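Purified hPK-M2 (>95% pure) converted ADP (0.1 mM final) to ATP with 0.5 mM PEP in 50 mM imidazole pH7.2, KCl, MgCl2, Tween 20, BSA; 1 h at room temperature. ATP detected by Kinase-Glo luminescence.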
GALK inhibitor – galactokinase (human) inhibition | AID 1868 | 0.007% of 270,000 active | Potency, µM (top dose mostly 57.5 µM), inactives show at the highest dose activity change, negative = inhibition, hits mostly inhibitors | Purified GALK, Kinase-Glo residual ATP luminescence; further: potency means the concentration at half of the fitted maximal effect; on the % scale 0 is the no-effect control and ±100 the full control effect
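ATP-depletion format; final 35 uM ATP, 100 uM D-galactose, 5 nM enzyme; pH 8.0 HEPES/Mg2+ buffer; 60 min RT; luminescence read 10 min after detection reagent.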
KCNH2 3.1 block – KCNH2 3.1 (human) potassium channel inhibition | activity change, % (tested at about 1.8 µM) | U2OS KCNH2 3.1, thallium flux FluxOr; stronger effect = lower value | 0.95% of 340,000 active;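 active means maximum activity change below -70%; inconclusive means maximum activity change from -70% to -50%; inactive means maximum activity change above -50%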;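 further: thallium influx rate constant from kinetic fluorescence after stimulation buffer; on the % scale 0 is the no-effect control and ±100 the full control effect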
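Channel expression came from 3.1 mutant virus (1.77 x 10^8 /mL) applied to suspended U2OS cells for 4 h. Flux was tracked with FluxOr dye plus Red40 quencher, and kinetic rate constants normalized to controls.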
USP2a block – USP2a (human) protease inhibition | AID 463254 | O75604 | USP2 core, Ub-CHOP2 coupled fluorogenic reporter, 485/531 | Potency, µM (titrated, usually from 38.3 µM), for inactives: at the top dose activity change, negative = inhibition, most hits filed as inhibitors | 0.01% of 330,000 active;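 further: potency means the concentration at half of the fitted maximal effect; plate controls were DMSO wells for no effect and full inhibition by NEM control for full effect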
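USP2 core (10nM final) preincubated 30min RT with compound in 20mM Tris-HCl pH 8.0, 2mM CaCl2, 2mM beta-mercaptoethanol, 0.05% CHAPS; 25nM Ub-CHOP2 plus 25nM reporter substrate added, fluorescence (Ex485/Em531) read after 60min.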
Menin MLL FP TR – menin-MLL binding inhibition, Texas Red mutant peptide; Menin + Texas Red MLL mutant peptide, fluorescence polarization; 0.23% of 270,000 active; O00255; Potency, µM (top dose mostly 61.6 µM), without a hit: at the top dose FP activity change, negative = inhibition, usual class: inhibitors; active means well fitted inhibition curve with a large enough effect in the polarisation, with a control signal flat, not every such curve was filed as active; inconclusive means small, poorly fitted or top-dose-only effect, or effect the other way, or a change in a side signal; inactive means no such curve, though single readings can be large or run the other way; the % refers to the polarisation; further: potency means the concentration at half of the fitted maximal effect; % of control where 0% means no effect; many of its hits are not listed in these tables
TRPV1 agonist – agonists of human vanilloid receptor 1 (TRPV1) | Q8NER1 | activation, % at 8.33 µM | 0.19% of 320,000 active | TRPV1-expressing cells, Fluo-8 calcium influx, agonist mode; in the data active means activation above about 80%; inconclusive means between about 30% and that limit; further: 0% is about no effect
Target sequence (Q8NER1 whole entry, looked up): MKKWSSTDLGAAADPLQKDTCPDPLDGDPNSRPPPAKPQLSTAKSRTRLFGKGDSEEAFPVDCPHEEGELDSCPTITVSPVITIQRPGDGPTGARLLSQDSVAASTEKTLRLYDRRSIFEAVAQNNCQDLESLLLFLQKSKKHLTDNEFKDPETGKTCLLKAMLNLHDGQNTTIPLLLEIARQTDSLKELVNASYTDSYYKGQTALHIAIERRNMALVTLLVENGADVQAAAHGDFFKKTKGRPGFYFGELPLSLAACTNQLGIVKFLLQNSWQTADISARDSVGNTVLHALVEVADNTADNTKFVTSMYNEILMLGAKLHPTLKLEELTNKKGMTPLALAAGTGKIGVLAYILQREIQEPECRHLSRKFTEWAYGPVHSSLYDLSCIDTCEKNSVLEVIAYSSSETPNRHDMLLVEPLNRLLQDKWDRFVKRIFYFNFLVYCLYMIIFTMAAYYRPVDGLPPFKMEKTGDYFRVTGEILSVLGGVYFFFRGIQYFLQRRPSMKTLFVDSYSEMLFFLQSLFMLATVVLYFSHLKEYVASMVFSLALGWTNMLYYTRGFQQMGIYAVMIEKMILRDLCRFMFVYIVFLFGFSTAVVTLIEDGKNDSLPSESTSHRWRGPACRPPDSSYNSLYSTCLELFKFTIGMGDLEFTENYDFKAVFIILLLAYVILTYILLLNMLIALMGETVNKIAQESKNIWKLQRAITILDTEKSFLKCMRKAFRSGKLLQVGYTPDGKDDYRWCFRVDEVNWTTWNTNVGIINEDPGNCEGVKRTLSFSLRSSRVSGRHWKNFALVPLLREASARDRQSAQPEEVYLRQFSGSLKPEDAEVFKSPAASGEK
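Fluo-8 calcium influx in TRPV1-expressing cells, kinetic read (ex 480/em 520 nm). Compound added and read 3 min for agonist activity, followed by capsaicin at EC20 final and 2 min further read for enhancement.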
B2AR arrestin – recruits beta-arrestin to the human beta2-adrenergic receptor. P07550. beta-arrestin recruitment to beta2AR, cell-based reporter. Potency, µM (titrated, usually from 46.1 µM), without a hit: at the highest dose activation, most hits filed as activators. 0.02% of 330,000 active. AID 492947;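 further: potency means the concentration at half of the fitted maximal effect; 0% = DMSO controls and full agonism = EC100 isoproterenol or metaproterenol; nearly all actives have a fitted effect of over 65% in size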
MLL CXXC-DNA inh – blocks binding of human MLL CXXC domain to DNA; Potency, µM (series often up to 115 µM), for inactives: at the top dose activity change, negative = inhibition, hits mostly inhibitors; Q03164; MLL-CXXC / FITC-HOXA9 DNA fluorescence polarization; 0.037% of 290,000 active; AID 2662; active means well fitted inhibition curve with a large enough effect in the polarisation, with a control signal flat, not every such curve was filed as active; inconclusive means small, poorly fitted or top-dose-only effect, or effect the other way, or a change in a side signal; inactive means no such curve, though single readings can be large or run the other way; the % refers to the polarisation; further: potency means the concentration at half of the fitted maximal effect
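Steps: dispense CXXC domain solution (7 uM) → pin compounds or unlabeled HOX-A9 DNA control → 5 min ambient → add FLSN-HOX-A9 solution (50 nM) → spin → 30 min ambient → fluorescence polarization. Tris pH 7.5/NaCl/DTT/BSA buffer.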
KCNH2 WT inh – KCNH2 (human, wildtype) channel inhibition; Q12809; 0.37% of 340,000 active; U2OS, BacMam KCNH2, thallium flux FluxOr; stronger effect = lower value; AID 720551; activity change, % at 1.84 µM;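 active means maximum activity change below -70%; inconclusive means maximum activity change between -70% and -50%; inactive means maximum activity change above -50%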; further: on the % scale 0 is the no-effect control and ±100 the full control effect
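U2OS cells were transduced with wild-type KCNH2 virus (2.03 x 10^8 / mL) for 4 h at room temperature, then cultured overnight at 37 C. Thallium flux was read with FluxOr dye. Rate constants were normalized to DMSO controls.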
Starred values were filed as active, the others as inactive; [ ] = dose if it differs, or a comment. Unless noted, the call rests on the fitted dose curve; in most records, active means well fitted curve in the direction sought with a large enough effect; inconclusive means small, poorly fitted or top-dose-only effect, or another doubt; inactive means no such curve, though single readings can be large; an effect the other way counts as inactive or inconclusive.

Results for Cc1nc2sc3c(c2c(=N)n1N)CCCC3 ?
FBPA coupling cs: 4; Giardia killer: 9; PKM2 activator: 6%; GALK inhibitor: 8%; KCNH2 3.1 block: 2; USP2a block: 0%; Menin MLL FP TR: 12%; TRPV1 agonist: 2; B2AR arrestin: 0.4%; MLL CXXC-DNA inh: -3%; KCNH2 WT inh: -15

How did Cc1cccc2c1CC(C)(C)N=C2C1=C(O)CC(C)(C)CC1=O do in these assays?
FBPA coupling cs: -6; Giardia killer: 8; PKM2 activator: 2%; GALK inhibitor: 3%; KCNH2 3.1 block: 2; USP2a block: 1%; Menin MLL FP TR: 1%; TRPV1 agonist: -2; B2AR arrestin: 0.7%; MLL CXXC-DNA inh: 8%; KCNH2 WT inh: 5

How did O=C1c2ccccc2C(=O)N1c1n[nH]c(CCc2ccccc2)n1 do in these assays?
FBPA coupling cs: 1; Giardia killer: 13; PKM2 activator: 6%; GALK inhibitor: 0%; KCNH2 3.1 block: 2; USP2a block: 3%; Menin MLL FP TR: -1%; TRPV1 agonist: -3; B2AR arrestin: 0.1%; MLL CXXC-DNA inh: -3%; KCNH2 WT inh: 12

Results for O=C(N/C(=C\c1ccco1)C(=O)N1CCCC1CO)c1ccccc1 (stereo unspecified) ?
FBPA coupling cs: 2; Giardia killer: 27; GALK inhibitor: 6%; KCNH2 3.1 block: 7; USP2a block: 7%; Menin MLL FP TR: 6%; TRPV1 agonist: 2; B2AR arrestin: 0.1%; MLL CXXC-DNA inh: 7%; KCNH2 WT inh: 0

How did Cc1nccn1CCC(=O)Nc1ccc(Cl)cc1 do in these assays?
FBPA coupling cs: 1; Giardia killer: 6; PKM2 activator: -1%; GALK inhibitor: -1%; KCNH2 3.1 block: 1; USP2a block: 3%; Menin MLL FP TR: -1%; TRPV1 agonist: 2; B2AR arrestin: 0.3%; MLL CXXC-DNA inh: 4%; KCNH2 WT inh: 3

What do the screens show for `O=Cc1cccc(Oc2ccc([N+](=O)[O-])cc2[N+](=O)[O-])c1`?
FBPA coupling cs: -17; Giardia killer: 7; PKM2 activator: 0%; GALK inhibitor: 13%; KCNH2 3.1 block: 7; USP2a block: 0%; Menin MLL FP TR: inconclusive; TRPV1 agonist: 0; B2AR arrestin: 0.1%; MLL CXXC-DNA inh: 13%; KCNH2 WT inh: 9

Results for CN(C)c1ccc(NC(=O)CSc2nnc(-c3cnccn3)n2C)cc1 ?
FBPA coupling cs: 1; Giardia killer: -22; PKM2 activator: 0%; GALK inhibitor: 1%; KCNH2 3.1 block: 1; USP2a block: -3%; Menin MLL FP TR: -4%; TRPV1 agonist: -4; B2AR arrestin: 5.3%; MLL CXXC-DNA inh: -1%; KCNH2 WT inh: -5

Results for COc1ccc(C(=O)NCc2nnc(SCC(=O)N3CCOCC3)o2)cc1 ?
FBPA coupling cs: 5; Giardia killer: 17; PKM2 activator: 10%; GALK inhibitor: -2%; KCNH2 3.1 block: -3; USP2a block: 6%; Menin MLL FP TR: -6%; TRPV1 agonist: 5; B2AR arrestin: -0.1%; MLL CXXC-DNA inh: -1%; KCNH2 WT inh: -8

Results for O=C(CNC(=O)c1ccccc1F)NCc1cccnc1 ?
FBPA coupling cs: 6; Giardia killer: -11; GALK inhibitor: 7%; KCNH2 3.1 block: 10; USP2a block: 1%; Menin MLL FP TR: 5%; TRPV1 agonist: 1; B2AR arrestin: -0.1%; MLL CXXC-DNA inh: 6%; KCNH2 WT inh: 3

Results for CC(=N\NC(=O)c1cc(Br)ccc1O)/C(=N/O)C(=O)Nc1ccccc1 ?
Giardia killer: inconclusive; GALK inhibitor: -8%; KCNH2 3.1 block: -2; USP2a block: 1%; TRPV1 agonist: -7; B2AR arrestin: -0.2%; MLL CXXC-DNA inh: 1%; KCNH2 WT inh: -2

How did Cc1ccc2c(c1)C(c1ccccc1)N(C(=O)c1ccccc1)CC(=O)N2 (stereo unspecified) do in these assays?
FBPA coupling cs: 1; Giardia killer: 13; GALK inhibitor: -4%; KCNH2 3.1 block: 9; USP2a block: 1%; Menin MLL FP TR: inconclusive; TRPV1 agonist: 10; B2AR arrestin: 0.1%; MLL CXXC-DNA inh: 12%; KCNH2 WT inh: 0

Results for COc1ccc(Br)cc1CN(C)CC(=O)Nc1c(Cl)cccc1Cl ?
FBPA coupling cs: 3; Giardia killer: 4; PKM2 activator: -5%; GALK inhibitor: -1%; KCNH2 3.1 block: -11; USP2a block: 5%; Menin MLL FP TR: -8%; TRPV1 agonist: 29; B2AR arrestin: 0.1%; MLL CXXC-DNA inh: -6%; KCNH2 WT inh: 13

What do the screens show for `O=C1N=C(N2CCCC2)S/C1=C\C=C\c1ccccc1`?
FBPA coupling cs: -2; Giardia killer: -21; PKM2 activator: -8%; GALK inhibitor: 2%; KCNH2 3.1 block: -5; USP2a block: 2%; TRPV1 agonist: inconclusive; B2AR arrestin: -0.4%; MLL CXXC-DNA inh: 0%; KCNH2 WT inh: 26

Results for C[n+]1cccc(C2C(C#N)=C(N)Oc3c2ccc2ccccc32)c1 (stereo unspecified) ?
FBPA coupling cs: 1; Giardia killer: 4; PKM2 activator: -15%; GALK inhibitor: -1%; KCNH2 3.1 block: 1; USP2a block: 0%; TRPV1 agonist: -3; B2AR arrestin: 0.2%; MLL CXXC-DNA inh: -3%; KCNH2 WT inh: 5

Results for O=C(CCc1ccccn1)NC1CCCc2c1cnn2-c1ccc(F)cc1F (stereo unspecified) ?
FBPA coupling cs: 0; Giardia killer: -3; PKM2 activator: -8%; GALK inhibitor: 6%; KCNH2 3.1 block: -5; USP2a block: 0%; Menin MLL FP TR: 9%; TRPV1 agonist: 3; B2AR arrestin: 0.4%; MLL CXXC-DNA inh: 1%; KCNH2 WT inh: -5

Results for CC(=O)Oc1ccc(-c2cccc(C(=O)N3CCCCC3)c2)cc1 ?
FBPA coupling cs: 1; Giardia killer: 10; PKM2 activator: 16%[11.5 µM]; GALK inhibitor: 7%; KCNH2 3.1 block: -1; USP2a block: 1%; Menin MLL FP TR: -18%; TRPV1 agonist: 7; B2AR arrestin: -0.2%; MLL CXXC-DNA inh: -6%; KCNH2 WT inh: 2

What do the screens show for `Nc1nc(CSC(=S)N2CCN(c3ccccc3)CC2)nc(Nc2ccc(F)cc2)n1`?
FBPA coupling cs: -11; Giardia killer: -6; PKM2 activator: 1%; GALK inhibitor: 3%; KCNH2 3.1 block: -18; USP2a block: -1%; Menin MLL FP TR: inconclusive; TRPV1 agonist: -3; B2AR arrestin: 0.0%; MLL CXXC-DNA inh: 8%; KCNH2 WT inh: 3

Results for COC(=O)c1cccc(C(=O)N2CCC(CO)(CCc3ccccc3)CC2)c1 ?
FBPA coupling cs: 2; Giardia killer: 4; PKM2 activator: 0%; GALK inhibitor: 0%; KCNH2 3.1 block: -6; USP2a block: 3%; Menin MLL FP TR: -17%; TRPV1 agonist: -1; B2AR arrestin: -0.3%; MLL CXXC-DNA inh: 3%; KCNH2 WT inh: 9

What do the screens show for `O=C(Nc1cccc2ccccc12)NC1Cc2ccccc2C1`?
FBPA coupling cs: 0; Giardia killer: 6; PKM2 activator: -4%; GALK inhibitor: -1%; KCNH2 3.1 block: 0; USP2a block: 7%; TRPV1 agonist: -1; B2AR arrestin: -0.9%; MLL CXXC-DNA inh: 2%; KCNH2 WT inh: -15

How did Cc1ccc(NC(=O)COC(=O)c2ccc3c(c2)OCCO3)cc1 do in these assays?
Giardia killer: -23; KCNH2 3.1 block: 0; USP2a block: 3%; TRPV1 agonist: 20; B2AR arrestin: -0.1%; KCNH2 WT inh: -5

Results for CS(=O)(=O)c1nsc2nc(=O)c(/C=C3\C=Nc4ccccc43)c(N)n12 ?
FBPA coupling cs: 8; Giardia killer: -3; PKM2 activator: -11%; GALK inhibitor: -13%; KCNH2 3.1 block: 6; USP2a block: 1%; Menin MLL FP TR: inconclusive; TRPV1 agonist: -12; B2AR arrestin: 0.1%; MLL CXXC-DNA inh: -4%; KCNH2 WT inh: -20

What do the screens show for `CC1(C)C=C(c2ccc(O)cc2)CC(C)(C)N1`?
FBPA coupling cs: 1; Giardia killer: 1; PKM2 activator: -4%; GALK inhibitor: 7%; KCNH2 3.1 block: 0; USP2a block: -2%; Menin MLL FP TR: 13%; TRPV1 agonist: -2; B2AR arrestin: -0.1%; MLL CXXC-DNA inh: 25%; KCNH2 WT inh: 0

The list is partial; the hit share may differ from the screen's.
